Bioassay records (PubChem)
GPR7 antag = human neuropeptides B/W receptor 1 antagonism; P48145; inhibition, % at 4.4 µM; GPR7-expressing cells, fluorescence antagonist assay; 290,000 tested, 1.1% active; in the data active = inhibition above about 16%, passing the limit was not always enough;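 also: cells stimulated with the agonist NPW; 0% = agonist with vehicle and 100% = vehicle without agonist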
Target sequence (P48145 whole entry, looked up): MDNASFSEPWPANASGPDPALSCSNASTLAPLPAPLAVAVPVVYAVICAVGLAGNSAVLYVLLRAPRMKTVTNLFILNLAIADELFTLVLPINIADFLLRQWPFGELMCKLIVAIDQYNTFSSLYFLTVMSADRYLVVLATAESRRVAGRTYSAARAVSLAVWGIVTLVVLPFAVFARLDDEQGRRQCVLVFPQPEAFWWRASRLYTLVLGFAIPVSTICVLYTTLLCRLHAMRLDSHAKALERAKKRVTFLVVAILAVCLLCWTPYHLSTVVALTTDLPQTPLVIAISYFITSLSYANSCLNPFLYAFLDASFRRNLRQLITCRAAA
MEKK2mut PB1 HTS = signal of MEK5 binding to mutant human MEKK2 PB1 domain; bead flow cytometry, Alexa488-MEK5 binding to MEKK2 mutant; percent response, % at 10 µM; 290,000 tested, 0.35% active; AID 1530; in the data active = percent response above about 24%, passing the limit was not always enough; also: inactives centre near 1; some results filed as inactive read as strong as hits; reference of the scale not given here
MEKK2wt PB1 HTS = raises or lowers MEK5 binding to wildtype human MEKK2 PB1 domain. binding response (% of control), % at 10 µM. AID 1531. bead flow cytometry, Alexa488-MEK5 binding to MEKK2 WT; actives lie on both sides. Q9Y2U5. 290,000 tested, 1.1% active; in the data active = binding response below about 67% or above about 130%
DNA FID counter = counter-screen for HCV NS3 helicase inhibitors: DNA intercalator displacement; DNA fluorescent intercalator displacement, fluorescence; inhibition, % at 7.9 µM; 290,000 tested, 0.17% active; in the data active = inhibition above about 37%;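 also: 0% = vehicle and 100% = reference compound; higher means more ethidium bromide displaced from hairpin DNA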
OXTR ag = activates the human oxytocin receptor. P30559. CHO-OTR cells, Fluo-8 calcium fluorescence; normalized: DMSO 0%, oxytocin 100%. 320,000 tested, 0.32% active. activation, % at 3 µM;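 active = activation above the mean of all tested compounds plus 3 SD, cutoff set per screening run, cut at about 20% in these data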;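 also: peak over basal fluorescence ratio from a 100 s FLIPR kinetic read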
PHOSPHO1 inh = inhibitors of human PHOSPHO1 phosphatase. Q8TCT1. recombinant PHOSPHO1, absorbance phosphatase assay. inhibition, % at 13.3 µM. 290,000 tested, 1.1% active; in the data active = inhibition above about 60%
NALP1 yeast inh = blocks the NALP1 inflammasome reconstituted in yeast; S. cerevisiae NALP1/ASC/caspase-1 growth, X-gal OD620, 72 h; inhibition, % at 10 µM; 280,000 tested, 0.61% active; AID 2071; in the data active = inhibition mostly above about 24%, no sharp cut-off; inactive = mostly below about 32%; also: some compounds called inactive have numbers as strong as hits
PfM18AAP inh = PfM18AAP enzyme inhibition; recombinant PfM18AAP, H-Glu-NHMec fluorogenic cleavage; inhibition, % at 7.35 µM; 290,000 tested, 1.2% active;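 active = inhibition above the campaign mean inhibition over all tested compounds plus 3 SD, cut at about 28% in these data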;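 also: 0% = plate median of test compound wells and 100% = 2 mM ZnCl2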
MEKK3 PB1 HTS = modulators (inhibitors or enhancers) of MEK5 binding to human MEKK3 PB1 domain | Q99759 | bead-based flow cytometry, Alexa488-MEK5 binding to MEKK3; actives lie on both sides; 0 = blocked by unlabeled MEK5, 100 = vehicle | binding response (% of control), % at 10 µM | 290,000 tested, 1.4% active | AID 1529;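 active = binding response more than 3 SD above or below the average of its plate-row segment, actives on both sides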;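 also: Alexa488 bead fluorescence after subtracting the streptavidin-only scavenger bead signal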
Target sequence (Q99759 whole entry, looked up, the tested form may be a part): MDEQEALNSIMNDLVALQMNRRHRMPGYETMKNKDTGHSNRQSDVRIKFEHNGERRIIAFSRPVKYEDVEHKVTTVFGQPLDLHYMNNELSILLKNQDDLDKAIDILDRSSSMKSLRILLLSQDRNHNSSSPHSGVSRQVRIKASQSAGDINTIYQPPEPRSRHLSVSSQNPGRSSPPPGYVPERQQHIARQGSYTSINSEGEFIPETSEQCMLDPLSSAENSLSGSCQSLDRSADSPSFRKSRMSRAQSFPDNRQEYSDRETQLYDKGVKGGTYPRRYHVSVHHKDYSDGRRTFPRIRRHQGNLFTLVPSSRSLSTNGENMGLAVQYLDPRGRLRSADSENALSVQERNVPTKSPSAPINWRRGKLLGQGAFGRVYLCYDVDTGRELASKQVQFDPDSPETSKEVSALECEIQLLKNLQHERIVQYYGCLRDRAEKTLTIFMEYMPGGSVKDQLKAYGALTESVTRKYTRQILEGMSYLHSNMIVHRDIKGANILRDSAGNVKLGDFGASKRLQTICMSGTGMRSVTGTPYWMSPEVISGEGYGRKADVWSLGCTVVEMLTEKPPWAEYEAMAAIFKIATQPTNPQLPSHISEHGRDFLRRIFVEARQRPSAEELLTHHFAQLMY
Numbers without * were called inactive; . = not tested or not shown.

Preview:
SMILES | GPR7 antag | MEKK2mut PB1 HTS | MEKK2wt PB1 HTS | DNA FID counter | OXTR ag | PHOSPHO1 inh | NALP1 yeast inh | PfM18AAP inh | MEKK3 PB1 HTS
COc1ccccc1NC(=O)C1=C(C)Nc2nc(-c3ccccc3)nn2C1c1ccccn1 (configuration not stated) | 9 | 4 | 112 | -33 | -2.2 | 15 | 16 | 2 | 110
Cc1ccc(N2CC(O)Cn3c2nc2c3c(=O)[nH]c(=O)n2C)cc1 (configuration not stated) | -12 | 2 | 98 | -6 | -0.4 | 24 | 19 | -2 | 102

Main list, from the start:
SMILES | GPR7 antag | MEKK2mut PB1 HTS | MEKK2wt PB1 HTS | DNA FID counter | OXTR ag | PHOSPHO1 inh | NALP1 yeast inh | PfM18AAP inh | MEKK3 PB1 HTS
COc1ccccc1NC(=O)C1=C(C)Nc2nc(-c3ccccc3)nn2C1c1ccccn1 (configuration not stated) | 9 | 4 | 112 | -33 | -2.2 | 15 | 16 | 2 | 110
Cc1ccc(N2CC(O)Cn3c2nc2c3c(=O)[nH]c(=O)n2C)cc1 (configuration not stated) | -12 | 2 | 98 | -6 | -0.4 | 24 | 19 | -2 | 102
Cc1ccc(S(=O)(=O)NC(=O)NCc2ccc3c(c2)OCO3)cc1 | -8 | -3 | 94 | -2 | 0.4 | 0 | -6 | -4 | 102
Cc1cc(C)c2cc(CN(CCCO)S(=O)(=O)c3ccccc3F)c(=O)[nH]c2c1 | 6 | 1 | 101 | -38 | 0.1 | 2 | 25 | -15 | 99
CCN1CCN(CCNC(=O)Cn2c(=O)c3cccn3c3ccc(F)cc32)CC1 | -4 | 5 | 105 | 3 | 0.9 | 38 | 15 | -8 | 100
Cc1cc2oc(C(=O)NCc3ccc4c(c3)OCO4)c(C)c2cc1C | -1 | 3 | 102 | -10 | -1.9 | 0 | 13 | -1 | 99
CCn1c(SCC(=O)N/N=C/C=C\c2ccco2)nc2ccccc21 | -4 | -1 | 101 | -12 | -0.9 | -29 | 26 | 12 | 99
COc1ccccc1NS(=O)(=O)c1cccc(C(=O)NN=C2CCCC2)c1 | -2 | -4 | 101 | -7 | -0.8 | 6 | -22 | 4 | 107
CCCc1ccc(OCC(O)CN2CCCC2)cc1 (configuration not stated) | -15 | 8 | 104 | 8 | . | 24 | 16 | -5 | 102
Cc1ccc(N2CCN(S(=O)(=O)c3ccc(-n4cnnn4)cc3)CC2)c(C)c1 | -19 | -2 | 98 | -10 | -1.3 | 30 | 19 | -11 | 95
COc1ccc(NC(=O)C/C(C)=N/NC(=O)c2cnccn2)cc1 | -9 | -1 | 100 | -13 | -0.7 | 13 | -22 | 3 | 102
COc1ccc(CCNC(=O)C2CC(c3ccc(C(F)(F)F)cc3)=NO2)cc1 (configuration not stated) | . | 4 | 105 | . | 4.7 | 31 | 6 | . | 113
Cc1ccc(Nc2ncnc3nc[nH]c23)cc1Cl | -7 | 10 | 111 | 6 | 0.3 | 15 | -8 | -2 | 105
N/C(CC(=O)Nc1ccc(F)cc1F)=N\OC(=O)c1cccs1 | -8 | -3 | 98 | -8 | -1.5 | -10 | 2 | -7 | 92
CN=C(Cc1ccccc1)C1=C(O)CC(C)(C)CC1=O | -3 | 0 | 102 | -3 | -0.2 | 7 | 6 | 2 | 103
CCn1c(SCC(=O)N2CCc3ccccc32)nnc1-c1ccco1 | -3 | 3 | 97 | -18 | -1.6 | 11 | -7 | -3 | 95
COc1ccc(CNC(=O)CC23CC4CC(CC(C4)C2)C3)cc1OC | -10 | 2 | 105 | -34 | -0.5 | -6 | 1 | -5 | 102
Cc1nn(-c2ccccc2)c(C)c1C(=O)Oc1ccccc1 | -9 | 5 | 97 | -25 | -2.0 | 17 | 7 | -5 | 101
Cc1nnc(NC(=O)C2CCCCC2)s1 | -7 | 1 | 94 | 2 | -0.2 | -31 | 6 | -5 | 97
CS(=O)(=O)N(CC(=O)NCC1CCCO1)c1ccc(F)c(Cl)c1 (configuration not stated) | -14 | . | . | 1 | -0.6 | -7 | 0 | -7 | .
NC(=O)C1CCN(CCS(=O)(=O)c2ccc(Cl)cc2)CC1 | -2 | -35 | 70 | 0 | 0.6 | 55 | -8 | 3 | 64
Oc1c(Br)cc(/C=N/n2c(-c3ccccc3)n[nH]c2=S)c(O)c1Br | -16 | 0 | 95 | 2 | . | -82 | -9 | 24 | 95
Cc1ccc(OCC(=O)NCCNC(=O)c2cccnc2)cc1C | -20 | 1 | 97 | -15 | 1.2 | 44 | -2 | 8 | 100
Fc1ccc(-c2csc3ncnc(N4CCc5ccccc5C4)c23)cc1 | -13 | 0 | 104 | -24 | -1.8 | 3 | 16 | -3 | 104
Cc1cccn2c(=O)c(/C=C(\C#N)C(=O)NCc3ccco3)c(N3CCCCCC3)nc12 | -24 | -1 | 100 | -34 | -2.6 | 2 | 1 | -7 | 94
CC1CCCCC1NC(=O)CCS(=O)(=O)c1cccc2nonc12 (configuration not stated) | -2 | 4 | 111 | -17 | 0.0 | -23 | 14 | 6 | 108
O=C(c1cccc(C(F)(F)F)c1)N1CCC(O)(CS(=O)(=O)Cc2ccc(Cl)cc2)CC1 | 25 | 5 | 103 | -24 | 5.3 | 18 | 40 | -15 | 103
CC1(C)CC(=O)C=C(Nc2ccc(F)c(Cl)c2)C1 | 9 | 0 | 101 | -10 | 0.2 | 20 | 11 | 5 | 102
Clc1ccc(SCCOCCN2CCc3ccccc3C2)cc1 | 11 | -1 | 108 | 18 | -0.4 | 22 | 22 | -7 | 91
O=c1cc(NCc2ccc3c(c2)OCO3)[nH]c(=O)n1-c1ccc(Cl)cc1 | -7 | 8 | 101 | 2 | 0.7 | -27 | 5 | 0 | 98
COc1cccc(NC(=O)c2ccc3c(c2)N(CC(=O)N2CCCCC2)C(=O)C(C)(C)O3)c1 | -9 | 0 | 101 | -9 | -1.9 | 10 | 4 | 2 | 100
COc1ccc(NC(=O)CCS(=O)(=O)c2ccc(OC)cc2)cc1 | -9 | 4 | 111 | -4 | -2.6 | -1 | 6 | -4 | 114
CCc1cc(=O)oc2c3c(cc(OCC(=O)NCCCC(=O)O)c12)OC(C)(C)CC3 | 10 | 11 | 102 | -35 | 0.9 | 43 | -3 | 0 | 105
O=C(COC(=O)CCSc1ccccc1Cl)NCc1ccco1 | -6 | -9 | 95 | -15 | -2.2 | 25 | 12 | -5 | 96
Nc1c(C(=O)Nc2ccccc2)nnn1-c1ccc2c(c1)OCCO2 | 16 | 0 | 100 | -16 | 6.0 | 31 | -20 | 4 | 100
CC(C)Cc1ccc(C#N)c(SCC(N)=O)n1 | -15 | 7 | 106 | -1 | -3.1 | 1 | 14 | 2 | 110
C[C@H](NC(=O)N1CCn2c1nc1ccccc12)C(=O)NC1CC1 | -5 | 0 | 95 | -10 | -1.0 | 33 | 12 | -3 | 98
O=P(O)(O)COc1ccccc1P(=O)(c1ccccc1)c1ccccc1 | -1 | 2 | 107 | -5 | 0.3 | -3 | 4 | 1 | 107
CC1Sc2ccc(S(=O)(=O)NCCc3ccccc3)cc2NC1=O (configuration not stated) | 0 | 3 | 99 | -23 | 1.6 | 17 | 4 | 1 | 103
Cc1c([N+](=O)[O-])cc(C(=O)N2CCOCC2)cc1[N+](=O)[O-] | 3 | -3 | 91 | 1 | 1.8 | 14 | 22 | -4 | 96
Cn1cc([N+](=O)[O-])c(C(=O)N/N=C/c2ccncc2)n1 | -12 | -5 | 107 | 2 | -0.2 | 14 | 9 | 7 | 103
COc1cccc(CNC(=O)CSc2nnc3c(n2)[nH]c2ccc(OC)cc23)c1 | -2 | 2 | 103 | -5 | -0.2 | 50 | 1 | -6 | 105
CCOC(=O)CCNC(=O)c1ccccc1Br | -2 | 2 | 108 | -4 | 0.1 | -30 | 5 | -5 | 104
CCN1CCN(CCC(=O)Nc2ccccc2C)CC1 | -12 | 3 | 105 | -2 | -0.6 | 40 | 13 | 3 | 102
Cc1sc2nc(SCC(=O)N(CCO)CCO)n(C3CCCCC3)c(=O)c2c1C | -9 | 3 | 104 | -9 | -2.0 | -15 | 0 | 6 | 104
Clc1ccc(-c2cc(CSc3cccc(Cl)c3)on2)cc1 | -25 | 6 | 107 | -1 | -1.2 | 32 | -7 | -1 | 104
CCN(C(C)=O)N(CC)c1nc(Cl)nc(NC(C)C)n1 | -7 | -3 | 101 | -8 | -0.7 | -10 | 27 | 2 | 101
Cc1ccc(S(=O)(=O)N2CCN(CC3CC4C=CC3C4)CC2)cc1 (configuration not stated) | 4 | 1 | 96 | -8 | -0.6 | 19 | 3 | 6 | 100
O=C(NCc1ccccc1)C(c1ccco1)N(C(=O)c1csnn1)c1ccccc1F (configuration not stated) | -12 | 7 | 99 | -23 | -0.5 | 22 | -5 | 13 | 97
CC(C)=CCN1CCN(Cc2cc(CC(C)C)n[nH]2)CC1CCO (configuration not stated) | 6 | -1 | 100 | 6 | 0.8 | 12 | -8 | 0 | 100
COc1ccccc1N1CCN(S(=O)(=O)c2ccc3c4c(cccc24)C(=O)N3)CC1 | -1 | -2 | 96 | -8 | 0.3 | -8 | 7 | -1 | 101
Cc1ccc(C(=O)N2CCCCCC2)cc1Br | 12 | 3 | 100 | -6 | 3.9 | 0 | . | 6 | 105
O=S(=O)(NC1CCCCC1)c1ccc(Br)s1 | -13 | 1 | 99 | -10 | -1.5 | 22 | 22 | 2 | 100
NC(=O)c1cc(N=Nc2c(N)[nH]n(-c3c(Cl)cc(Cl)cc3Cl)c2=O)ccc1Cl | 6 | -6 | 95 | 0 | 1.1 | 15 | 3 | -2 | 102
Cn1c(=O)c2c(nc(N3CCOCC3)n2CCc2ccccc2)n(C)c1=O | -7 | -3 | 97 | -25 | 0.4 | 15 | -3 | 4 | 100
CC(C)(C)c1cc(C(C)(C)C)cc(S(=O)(=O)CCc2ccccn2)c1 | -15 | 6 | 102 | -27 | -2.1 | -9 | -30 | 4 | 109
O=C(CSc1nc2ccccc2o1)NCc1ccco1 | 2 | 3 | 102 | -2 | -2.1 | 19 | -3 | -3 | 102
CC(NC(=O)Nc1ccc2c(c1)OCO2)c1ccncc1 (configuration not stated) | -3 | 0 | 102 | -2 | -0.4 | 28 | 1 | -11 | 101
Cc1ccc(NC(=O)CSc2nnc(NC(=O)c3ccco3)s2)cc1 | -10 | -1 | 101 | -3 | 1.3 | 2 | 6 | 3 | 98
CCOc1ccc(N(CC(=O)NCC(C)C)S(C)(=O)=O)cc1 | -2 | -1 | 101 | -3 | -0.8 | -10 | 3 | 0 | 101

The listing continues:
SMILES | GPR7 antag | MEKK2mut PB1 HTS | MEKK2wt PB1 HTS | DNA FID counter | OXTR ag | PHOSPHO1 inh | NALP1 yeast inh | PfM18AAP inh | MEKK3 PB1 HTS
CCOC(=O)CNC(=S)N(Cc1cccs1)C1CCCC1 | -4 | 0 | 112 | -11 | -2.2 | 15 | 29 | 2 | 98
CC(C)NC(=O)CC1OC(=O)c2ccccc21 (configuration not stated) | 0 | -2 | 94 | 3 | -0.2 | 9 | 23 | 9 | 96
Cc1ccc(C(=O)NCC(=O)OCC(=O)NCC(F)(F)F)cc1 | -8 | -1 | 98 | -3 | 0.5 | 12 | 3 | -4 | 94
Cc1ccc(C(NC(=O)C(C)C)c2cc([N+](=O)[O-])c3cccnc3c2O)cc1 (configuration not stated) | -3 | -1 | 99 | -2 | -1.3 | -5 | -6 | 14 | 99
O=C(CCC(=O)N1CCc2ccccc2C1)NCCc1ccc(Cl)cc1 | -16 | 5 | 110 | -33 | -1.2 | 14 | 5 | 1 | 109
CCN(CC)S(=O)(=O)c1ccc(NC(=O)c2cnccn2)cc1 | 7 | 5 | 107 | -11 | 1.5 | -24 | -2 | 0 | 102
CCOCCCN(Cc1cc2cc(C)cc(C)c2[nH]c1=O)C(=O)N(CC)CC | -5 | 0 | 104 | -6 | -0.2 | 24 | 33 | -3 | 98
CCOC(=O)Cc1nnc(NC(=O)COc2ccc(OC)cc2)s1 | 4 | -9 | 98 | -20 | 6.1 | -2 | 13 | 11 | 99
Cc1[nH]c2ccccc2c1C(c1ccccn1)N1CCC(C(N)=O)CC1 (configuration not stated) | -5 | -7 | 87 | 0 | 0.5 | 49 | 9 | 4 | 85
